Source: PubChem BioAssay
TLR9-MyD88 block = TLR9-MyD88 interaction inhibition; Q9NR96+Q99836; CHO BLA complementation TLR9-MyD88, CCF4 FRET ratio; inhibition, % at 4.98 µM; actives 0.21% (n = 340,000); AID 504734;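 active means inhibition above the mean over all tested compounds plus 3 SD, cut at about 21% in these data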;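 further: 0% = DMSO only wells and 100% = clavulanate BLA inhibitor control wells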
HTR2A ag = agonists of mouse serotonin 5-HT2A receptor (HTR2A); activation, % at 7.6 µM; actives 0.66% (n = 360,000); P35363; CHO-K1 mHTR2A beta-arrestin complementation, luminescence; percent of 30 µM serotonin response;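 active means activation above a run cutoff, the mean activation of all tested compounds plus 3 SD, cut at about 14% in these data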;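 further: 0% = plate median of compound wells and 100% = 30 µM serotonin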
Target sequence (P35363 whole entry, looked up): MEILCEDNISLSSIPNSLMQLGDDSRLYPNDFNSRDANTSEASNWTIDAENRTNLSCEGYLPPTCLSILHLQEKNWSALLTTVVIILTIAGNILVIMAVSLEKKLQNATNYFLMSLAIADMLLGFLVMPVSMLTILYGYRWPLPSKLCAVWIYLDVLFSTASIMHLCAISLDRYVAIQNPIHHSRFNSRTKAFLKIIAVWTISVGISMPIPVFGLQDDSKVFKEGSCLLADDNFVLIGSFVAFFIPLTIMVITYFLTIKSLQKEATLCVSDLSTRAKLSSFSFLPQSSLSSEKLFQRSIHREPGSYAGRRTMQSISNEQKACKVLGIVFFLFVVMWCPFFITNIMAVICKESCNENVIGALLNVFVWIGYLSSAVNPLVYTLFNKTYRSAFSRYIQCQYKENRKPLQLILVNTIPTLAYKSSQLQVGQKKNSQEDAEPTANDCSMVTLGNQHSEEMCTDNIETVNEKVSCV
MC4R ag barr = human MC4R agonism via beta-arrestin. activation, % at 8.9 µM. U2OS MC4R beta-arrestin complementation, luminescence; percent of melanotan II response, DMSO zero. actives 0.98% (n = 360,000). P32245. AID 540308;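 active means activation above a per-plate cutoff, the mean activation of sample wells on that plate plus 3 SD, cut at about 8% in these data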
SRC2 inh = human SRC2 (NCOA2) inhibition; actives 0.17% (n = 370,000); HEK293 GAL4-SRC2 luciferase reporter, luminescence; inhibition, % at 9 µM; AID 651957;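 active means inhibition above the mean inhibition of all tested compounds plus 3 SD, set per campaign, cut at about 52% in these data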;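 further: 0% = DMSO treated cells and 100% = cells given Gossypol at 36 µM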
ABHD5 PLIN5 PPI = inhibitors of human ABHD5-perilipin-5 interaction. actives 0.78% (n = 360,000). Q00G26+Q8WTS1. inhibition, % at 4 µM. Split G. princeps luciferase complementation, luminescence, 4 h;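 active means inhibition above the mean inhibition across every tested compound plus 3 SD, cut at about 22% in these data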;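 further: 0% = DMSO only wells and the 100% control is not disclosed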
NOD2-RIPK2 inh = NOD2-RIPK2 protein interaction inhibition; O43353; CHO BLA complementation NOD2-RIPK2, CCF4 ratio; inhibition, % at 4.98 µM; actives 0.38% (n = 360,000); in the data active means inhibition above about 21%;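 further: 0% = vehicle only and 100% = reference blocker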
Target sequence (O43353 whole entry, looked up): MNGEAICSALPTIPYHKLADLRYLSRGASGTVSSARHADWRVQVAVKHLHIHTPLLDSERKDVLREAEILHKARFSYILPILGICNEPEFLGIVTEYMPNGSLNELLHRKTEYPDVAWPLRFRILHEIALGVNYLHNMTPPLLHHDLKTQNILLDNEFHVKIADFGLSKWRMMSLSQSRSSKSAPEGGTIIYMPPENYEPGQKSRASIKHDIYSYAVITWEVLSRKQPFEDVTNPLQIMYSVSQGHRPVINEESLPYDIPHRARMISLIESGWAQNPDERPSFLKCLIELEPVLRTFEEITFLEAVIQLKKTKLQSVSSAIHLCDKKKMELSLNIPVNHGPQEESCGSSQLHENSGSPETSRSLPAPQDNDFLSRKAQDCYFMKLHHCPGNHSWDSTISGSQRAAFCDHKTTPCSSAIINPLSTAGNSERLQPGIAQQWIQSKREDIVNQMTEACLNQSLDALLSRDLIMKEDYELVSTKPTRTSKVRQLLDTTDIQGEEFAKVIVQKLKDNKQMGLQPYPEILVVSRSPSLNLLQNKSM
ABCB6 inh MLPCN = blocks the human ABCB6 transporter; K562-ABCB6 porphyrin accumulation, flow cytometry, 1 h; stronger effect = lower value; fluorescence ratio to DMSO, % at 10 µM; actives 0.19% (n = 360,000); AID 602162;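 active means fluorescence ratio to DMSO below 75%, the collection mean minus 3 SD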;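 further: signal is porphyrin accumulated inside mitochondria; 100% equals median channel fluorescence of DMSO control wells; lower ratio means ABCB6 inhibition with less porphyrin fluorescence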
H9c2 protect = protects H9c2 cardiomyocytes from peroxide injury; AID 588492; protection from H2O2 cell death, % at 20 µM; H2O2 injury protection, ATPLite, 2 h; actives 0.63% (n = 360,000);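 active means compounds giving at least 50% protection of heart cells from peroxide-induced death in the single-dose screen, raw or plate-pattern-corrected value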;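 further: 0% = DMSO wells with peroxide and 100% = DMSO wells without peroxide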
Glyco luc inh = blocks N-linked glycosylation in D54 reporter cells; D54 ERlucT glycosylation luciferase reporter, 24 h; percent of 100 nM tunicamycin response; reporter increase, % at 12.5 µM; actives 0.23% (n = 360,000); AID 588692;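 active means mean luciferase reporter signal, scaled so untreated is 0 and the glycosylation-blocking control 100, at or above a set limit in every replicate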;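 further: luciferase carries N-glycosylation sites so blocking glycosylation raises the light; 0% = median of neutral control wells and 100% = median of 100 nM tunicamycin wells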
MC4R antag cAMP = blocks human MC4R cAMP signaling; MC4R-expressing cells, MTII-stimulated cAMP, LANCE TR-FRET; actives 0.48% (n = 360,000); inhibition, % at 6.5 µM; AID 540295;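 active means inhibition above its plate's cutoff, the mean of tested wells on that plate plus 3 SD, cut at about 29% in these data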;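 further: 0% = Melanotan II alone and 100% = Melanotan II plus saturating MCL0020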
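material = U2OS cells stably expressing human melanocortin 4 receptor (MC4R) | also added = Melanotan II challenge | dosing = single nominal compound dose of 6.5 µM | detection = TR-FRET with Eu-cAMP and labeled anti-cAMP, 671 nm | replication = singlicate | timing = compound 30 min, challenge 1 h, detection 1 h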
Starred values were filed as active, the others as inactive; . = no result given.

SMILES	TLR9-MyD88 block	HTR2A ag	MC4R ag barr	SRC2 inh	ABHD5 PLIN5 PPI	NOD2-RIPK2 inh	ABCB6 inh MLPCN	H9c2 protect	Glyco luc inh	MC4R antag cAMP
Cc1ccc(C(=S)NCS(=O)(=O)c2ccc(C)cc2)cc1	1	10	-0.5	12	3	-5	108	0	-1	-4
COCCCNC(=O)CSc1nc2sc(C(=O)OC)c(C)c2c(=O)n1N	-7	-1	-1.9	5	1	0	100	-5	2	3
CN(CC(=O)Nc1ccccc1Cl)C(=O)Cn1cnc2ccccc2c1=O	-4	-2	-1.6	23	-3	-4	97	8	0	-1
COc1ccc(C(C)(C)C)cc1NC(=O)Cn1cnnn1	1	-3	-0.5	14	2	-6	96	4	1	-4
N#C/C(=C\c1ccc[nH]1)C(=O)N1CCCCC1	.	3	0.7	-15	6	0	99	0	-2	13
Fc1cccc(-n2cc(-c3ccccc3)c3c(=S)nc[nH]c32)c1	4	5	0.3	-24	-7	-8	96	64*	6	18
COc1ccc(S(=O)(=O)N[C@H](C(=O)O)C(C)C)cc1	-3	-3	-0.7	-4	1	1	104	-3	0	9
CCCCC(=O)NC(=S)Nc1ccc(Cl)c(C(=O)O)c1	1	1	-1.2	-11	-3	11	90	2	2	-1
COc1ccc(Cn2c(O)c(C=Nc3ccc(OC)cc3)c3ccccc3c2=O)cc1	3	3	-2.6	15	-2	4	97	9	-4	0
COc1ccccc1C(=O)O[C@H]1[C@H](Cc2ccccc2)NS(=O)(=O)[C@H]2C[C@@H]3C=C[C@]12O3	-1	5	1.7	18	-6	-9	104	6	0	19
COc1ccc(OC)c(S(=O)(=O)Nc2ccccc2SC)c1	-3	-5	-0.6	8	1	3	98	4	-1	7
Cc1[nH]c2ccc(CNS(=O)(=O)c3ccc(S(=O)(=O)N4CCOCC4)cc3)cc2c1C	1	-4	2.4	11	7	-16	100	2	4	1
CCCN1C(=O)c2cc(C(=O)Nc3ccccc3CC)ccc2C1O (centres undefined)	7	0	-0.3	-5	0	-1	102	3	0	-6
CSc1nc2ncc(C#N)cn2n1	-4	-1	0.7	-6	1	-10	97	5	1	-5
CC(C)CC1OC(C(C)C)Cc2[nH]c(=S)[nH]c(=O)c21 (centres undefined)	.	-3	.	-6	-7	11	95	.	.	.
Cc1nnc(SCC(=O)Nc2c(Cl)cccc2Cl)n(N)c1=O	-5	2	-3.6	1	1	-7	98	2	-1	-2
CC(=O)c1sc(N/N=C\c2cccc(Br)c2)nc1C	0	6	-0.8	-52	-1	-6	99	22	-4	10
Cc1ccc(S(=O)(=O)NCCCNS(C)(=O)=O)cc1	2	5	-0.9	12	-3	3	86	-1	2	4
Cc1ccc(SCCC(=O)NC2CC2)cc1	-3	7	-2.0	-3	4	-14	104	1	0	2
COC(=O)c1cc(S(=O)(=O)NCCN2CCOCC2)cn1C	1	0	-1.9	-25	3	-6	103	-1	2	0
O=C(NC(=S)Nc1ccc(N2CCOCC2)c(Cl)c1)c1cncc(Br)c1	0	-6	-1.5	16	-3	2	92	2	2	0
N#CC(C#N)=C/C(C#N)=C(/N)N1CCN(c2ccc(Cl)cc2)CC1	5	13	1.3	-2	2	8	94	-13	-1	7
N#Cc1ccccc1OCC(=O)NC(=O)NCc1ccco1	5	1	-1.5	-27	-3	-4	93	-2	-1	5
COc1ccc(NC(=O)C[C@H]2C(=O)N(c3ccccc3)C[C@@H]2C)cc1	-11	3	-0.4	-23	5	2	100	1	2	2
CCCNC(=O)C1CC(=O)N(c2ccc(OCc3ccc(Cl)cc3)cc2)C1 (centres undefined)	7	2	2.0	-40	3	-18	100	-15	-12	14
CCc1nnc(NC(=O)CSc2nc(-c3ccccc3)cc(-c3ccc(F)cc3)c2C#N)s1	1	1	-1.2	-21	-4	9	95	-13	7	8
CCOC(=O)CSc1nc(C)c(CC)c(C)c1C(N)=O	7	-2	-1.1	-14	1	-5	100	-4	2	-3
CNC(=O)Cn1c(=O)n(C)c2ccccc21	2	3	-1.5	18	5	4	107	4	-1	11
COc1ccc(CNC(=O)COC(=O)c2cccs2)cc1	-1	-6	-1.3	-7	8	3	96	1	0	-5
COc1ccc(OCCCC(=O)OC(C)C(=O)Nc2ccc(C)cc2)cc1 (centres undefined)	2	-4	-2.9	13	5	-5	99	-12	-1	3
COc1c(F)cccc1C1=CC(=O)C[C@H](c2ccc(F)cc2)C1	3	-2	2.7	-6	-3	4	93	-17	0	2
COc1ccc(-c2cc(C)no2)cc1S(=O)(=O)N1CCCN(Cc2ccccc2Cl)C1	-14	-6	-3.2	15	1	-4	99	-1	2	4
Cn1c(=O)oc2cc(S(=O)(=O)NC3CCCCC3)ccc21	1	10	-0.9	-22	4	-2	93	-2	1	6
Cc1nc2ccc(-c3nc4ccc(N)cc4[nH]3)cc2[nH]1	-5	0	-3.0	-47	0	-1	102	-15	-5	-17
Cn1c(-c2cc(Cl)ccc2O)nc2c1c(=O)[nH]c(=O)n2Cc1ccccc1	.	3	1.4	-7	5	10	94	-4	-1	16
COc1ccc(OC)c(NC(=O)CN2C(=O)NC(C)(c3ccc4c(c3)OCCO4)C2=O)c1 (centres undefined)	1	0	-0.8	-24	-6	3	92	-3	1	6
COc1ccccc1-n1c(SCC(=O)N2CCOCC2)nc2cccnc21	-1	0	0.6	-5	6	-3	96	5	-2	-8
CC(C)C[C@H]1COc2cc(N3CC[C@H](O)C3)ccc2S(=O)(=O)N1	.	-4	.	11	-3	-3	95	.	.	.
COc1ccc(NC(=S)NCCc2ccccc2OC)c(OC)c1	-1	0	-0.8	-18	-1	4	96	21	-3	7
Cc1ccc(S(=O)(=O)NCc2ccccn2)c(C)c1	-9	1	1.2	-10	-6	-3	101	-8	3	12
N#Cc1ccccc1NC(=O)CSc1nnc(-c2ccccc2O)n1-c1ccccc1	-7	-2	-2.4	-8	-4	-5	97	-1	-4	10
CC(=O)Nc1nonc1-c1ccccc1	6	-3	-1.8	-7	-2	-5	99	-5	0	14
O=C(Nc1nc2ccccc2[nH]1)c1cc2ccccc2o1	-1	-1	-6.1	-26	1	-1	97	-12	-13	7
CN=C1c2cc3cc(OC)ccc3n2CCN1Cc1ccccc1	18	-3	-1.7	-24	5	4	95	2	14	-6
O=C1C(=O)N(CCN2CCOCC2)C(c2ccccn2)/C1=C(/O)c1ccc(Cl)cc1 (centres undefined)	5	-4	-0.3	-11	-6	0	96	9	0	-2
CCOC(=O)N1CCN(c2c(Nc3ccc4c(c3)OCCO4)c(=O)c2=O)CC1	-7	-4	-1.2	-32	-8	-8	101	6	0	3
O=C(Nc1ccc2c(c1)OCCO2)c1c(F)c(F)c(F)c(F)c1F	-5	1	-0.1	-1	0	2	93	4	-1	1
CNC(=O)c1c(NC(=O)CCS(=O)(=O)c2ccc(C)cc2)sc2c1CCN(C(=O)OC)C2	-6	-1	-0.9	-14	6	-1	101	1	1	1
O=C1c2ccccc2NC(c2cccc(O)c2)N1O (centres undefined)	-4	3	1.9	-35	1	0	96	21	1	14
O=C1NCCc2c1[nH]c1c(Cl)ccc(Cl)c21	-5	-6	4.9	23	-6	-3	93	-1	-4	13
Cc1ccccc1Cn1cc(S(=O)(=O)CC(=O)Nc2nccs2)c2ccccc21	0	-5	0.6	-14	-8	7	94	-5	0	-7
OCCN1CCOCCN(CCO)CCN(CCO)CC1	2	-3	-0.1	-23	8	-3	98	7	1	4
Cc1cc(C)n(-c2ccc(C(F)(F)F)cc2[N+](=O)[O-])n1	-1	5	0.3	-13	1	2	97	-4	-3	21
CCOC(=O)c1oc2cc(O)cc(C)c2c1C	-7	0	7.7	-17	-6	7	100	-9	1	-11
CCCC(=O)Nc1cc(OC)c(NC(=S)Nc2ccc(CC)cc2)cc1OC	-1	0	0.1	-3	-7	2	94	0	0	5
CCc1nnc(NC(=O)CSc2nnc(-c3ccc(S(=O)(=O)N(CC)CC)cc3)n2CC)s1	-7	2	-1.8	26	6	-4	101	8	2	7
CN1CC=C2C(C#N)=C(N)C(C#N)(C#N)C(Cc3ccccc3)C2C1 (centres undefined)	1	4	0.3	14	-4	3	103	22	.	3
CSc1ccc(-c2ccc3c(c2)c(Sc2ccccc2)c(-c2ccccc2)n3C)cc1	.	4	.	-5	-2	0	93	.	.	.

A draw from above in order of formula weight, rising:
SMILES	TLR9-MyD88 block	HTR2A ag	MC4R ag barr	SRC2 inh	ABHD5 PLIN5 PPI	NOD2-RIPK2 inh	ABCB6 inh MLPCN	H9c2 protect	Glyco luc inh	MC4R antag cAMP
CCOC(=O)c1oc2cc(O)cc(C)c2c1C	-7	0	7.7	-17	-6	7	100	-9	1	-11
O=C1NCCc2c1[nH]c1c(Cl)ccc(Cl)c21	-5	-6	4.9	23	-6	-3	93	-1	-4	13
O=C(Nc1nc2ccccc2[nH]1)c1cc2ccccc2o1	-1	-1	-6.1	-26	1	-1	97	-12	-13	7
Cc1cc(C)n(-c2ccc(C(F)(F)F)cc2[N+](=O)[O-])n1	-1	5	0.3	-13	1	2	97	-4	-3	21
OCCN1CCOCCN(CCO)CCN(CCO)CC1	2	-3	-0.1	-23	8	-3	98	7	1	4
CN1CC=C2C(C#N)=C(N)C(C#N)(C#N)C(Cc3ccccc3)C2C1 (centres undefined)	1	4	0.3	14	-4	3	103	22	.	3
O=C(Nc1ccc2c(c1)OCCO2)c1c(F)c(F)c(F)c(F)c1F	-5	1	-0.1	-1	0	2	93	4	-1	1
CCOC(=O)N1CCN(c2c(Nc3ccc4c(c3)OCCO4)c(=O)c2=O)CC1	-7	-4	-1.2	-32	-8	-8	101	6	0	3
CCCC(=O)Nc1cc(OC)c(NC(=S)Nc2ccc(CC)cc2)cc1OC	-1	0	0.1	-3	-7	2	94	0	0	5
Cc1ccccc1Cn1cc(S(=O)(=O)CC(=O)Nc2nccs2)c2ccccc21	0	-5	0.6	-14	-8	7	94	-5	0	-7
O=C1C(=O)N(CCN2CCOCC2)C(c2ccccn2)/C1=C(/O)c1ccc(Cl)cc1 (centres undefined)	5	-4	-0.3	-11	-6	0	96	9	0	-2
CSc1ccc(-c2ccc3c(c2)c(Sc2ccccc2)c(-c2ccccc2)n3C)cc1	.	4	.	-5	-2	0	93	.	.	.
CCc1nnc(NC(=O)CSc2nnc(-c3ccc(S(=O)(=O)N(CC)CC)cc3)n2CC)s1	-7	2	-1.8	26	6	-4	101	8	2	7

The list is partial; the hit share may differ from the screen's.
